# NCOA2 inhibitor – inhibition of GAL4-SRC2 driven luciferase reporter, primary screen, SRC2 inhibitor project, cell-based, luminescence; 0.17% of 370,000 active; inhibition, % at 9 µM; HEK293 GAL4-SRC2 luciferase reporter; AID 651957, 2012;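 active means inhibition above the mean inhibition of all tested compounds plus 3 SD, set per campaign, cut at about 52% in these data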;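 further: 0% = DMSO treated cells and 100% = cells given Gossypol at 36 µM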
# Target sequence (Q15596 whole entry, looked up, the tested form may be a part): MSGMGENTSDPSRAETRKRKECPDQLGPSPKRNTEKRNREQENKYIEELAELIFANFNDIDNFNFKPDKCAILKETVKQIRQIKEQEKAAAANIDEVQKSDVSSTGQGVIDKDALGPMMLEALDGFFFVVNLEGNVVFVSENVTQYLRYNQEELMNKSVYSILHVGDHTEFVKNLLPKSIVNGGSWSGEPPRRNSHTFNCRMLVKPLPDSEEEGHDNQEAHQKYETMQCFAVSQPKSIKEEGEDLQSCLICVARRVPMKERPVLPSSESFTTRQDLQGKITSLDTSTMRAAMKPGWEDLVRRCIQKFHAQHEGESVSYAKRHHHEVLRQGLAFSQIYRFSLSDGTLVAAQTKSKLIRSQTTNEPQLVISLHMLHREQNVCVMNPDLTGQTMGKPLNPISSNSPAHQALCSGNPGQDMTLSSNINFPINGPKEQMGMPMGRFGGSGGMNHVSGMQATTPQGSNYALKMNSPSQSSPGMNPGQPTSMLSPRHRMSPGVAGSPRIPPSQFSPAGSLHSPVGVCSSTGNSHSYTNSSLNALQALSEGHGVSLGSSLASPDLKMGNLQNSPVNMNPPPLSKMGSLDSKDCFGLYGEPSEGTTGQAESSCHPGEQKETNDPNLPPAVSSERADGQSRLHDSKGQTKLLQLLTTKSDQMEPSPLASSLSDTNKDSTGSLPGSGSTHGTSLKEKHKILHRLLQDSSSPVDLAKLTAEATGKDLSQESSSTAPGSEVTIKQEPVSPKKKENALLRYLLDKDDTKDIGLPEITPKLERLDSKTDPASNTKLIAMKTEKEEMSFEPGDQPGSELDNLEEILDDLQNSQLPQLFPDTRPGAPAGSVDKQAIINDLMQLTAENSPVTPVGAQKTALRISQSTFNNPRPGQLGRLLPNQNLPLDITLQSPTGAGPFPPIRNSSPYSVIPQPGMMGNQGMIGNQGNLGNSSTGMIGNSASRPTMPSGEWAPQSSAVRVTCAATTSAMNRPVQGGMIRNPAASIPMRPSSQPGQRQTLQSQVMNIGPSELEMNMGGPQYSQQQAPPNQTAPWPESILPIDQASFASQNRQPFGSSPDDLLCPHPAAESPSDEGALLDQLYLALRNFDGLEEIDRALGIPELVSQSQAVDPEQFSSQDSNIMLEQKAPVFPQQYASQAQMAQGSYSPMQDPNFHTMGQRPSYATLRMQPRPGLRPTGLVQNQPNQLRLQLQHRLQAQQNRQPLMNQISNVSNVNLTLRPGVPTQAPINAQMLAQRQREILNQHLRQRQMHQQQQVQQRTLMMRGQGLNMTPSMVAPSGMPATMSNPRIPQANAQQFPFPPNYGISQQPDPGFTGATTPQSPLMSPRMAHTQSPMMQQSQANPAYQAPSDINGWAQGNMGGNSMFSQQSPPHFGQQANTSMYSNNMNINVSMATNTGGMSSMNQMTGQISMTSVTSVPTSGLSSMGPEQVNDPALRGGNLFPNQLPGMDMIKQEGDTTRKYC
# COUP-TFII inh – NR2F2 transcriptional activity inhibitors, primary screen, cell-based, luciferase reporter, HEK293T, luminescence; COUP transcription factor 2 (Homo sapiens), P24468; HEK293T NGFI-A luciferase reporter; inhibition, % at 8.6 µM; 0.7% of 370,000 active;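 active means inhibition above a per-plate cutoff, mean inhibition of test wells between control levels plus 3 SD, cut at about 38% in these data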;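 further: cells cotransfected with COUP-TFII expression vector driving the NGFI-A reporter; 0% = median of COUP-TF2 test wells and 100% = reporter-only cells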
# TROY signal inh – inhibitors of TROY-driven NF-kB signaling, primary screen, Q293 LMP1-TROYcd cells, NF-kB luciferase, uHTS | inhibition, % at 10 µM | Q293 LMP1-TROYcd NF-kB luciferase reporter, 4 h | 0.98% of 360,000 active;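 active means compounds whose plate-normalised and pattern-corrected inhibition of the luciferase reporter signal at the single screening dose is 50% or more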
# NOD2 RIPK2 PPI – NOD2-RIPK2 binding disruptors in cells, primary screen, fluorescence, CHO cells, BLA complementation; Receptor-interacting serine/threonine-protein kinase 2 (Homo sapiens), O43353; CCF4 ratio; inhibition, % at 4.98 µM; 0.38% of 360,000 active; AID 624267, 2012; in the data active means inhibition above about 21%;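 further: 0% = vehicle only and 100% = reference blocker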
# TWEAK Fn14 block – inhibitors of TWEAK-Fn14 signaling, primary screen, luciferase reporter cells, uHTS; TWEAK-stimulated Fn14 reporter cells, luciferase luminescence, 8 h; inhibition, % at 10 µM; 2% of 360,000 active; in the data active means inhibition above about 50%
# SRC3 inh – SRC3 coactivator transcriptional activity inhibitors, primary screen, cell-based, luminescence; Nuclear receptor coactivator 3 (Homo sapiens), Q9Y6Q9; HEK293 GAL4-SRC3 luciferase reporter; inhibition, % at 3.6 µM; 0.17% of 360,000 active; AID 588352, 2011;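 active means inhibition above a per-campaign cutoff, the mean of all compounds plus 3 SD, cut at about 60% in these data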;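 further: 0% = DMSO-treated cells and 100% = gossypol-treated cells at 36 µM; higher means less SRC3-driven luciferase light from the GAL4 reporter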
# TRAIL sens C8 – viability loss with TRAIL in NB7+C8 cells, primary screen, TRAIL sensitizer project, cell-based, ATPlite luminescence | inhibition (viability loss, TRAIL sensitization), % at 10 µM | AID 624354, 2012 | 1% of 360,000 active;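 active means compounds causing at least 50% loss of cell viability in the single-dose screen, relative to plate controls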
# LMP1 NFkB inh – EBV LMP1-driven NF-kappaB luciferase reporter inhibitors, primary screen, cell-based, luminescence, single point. LMP1-induced NF-kappaB luciferase reporter cells. inhibition, % at 12.5 µM. 0.69% of 350,000 active; in the data active means inhibition above about 41%;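 further: 0% = neutral control wells and 100% = reference inhibitor control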
# LRH-1 inv ag – LRH-1 (NR5A2) inverse agonists, primary screen, cell-based, luminescence, HEK293T, StAR-luciferase reporter; Nuclear receptor subfamily 5 group A member 2 (Homo sapiens), O00482; LRH-1 transfected, 24 h; inhibition, % at 3.6 µM; 0.13% of 360,000 active; AID 602396, 2012;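 active means inhibition above the mean inhibition of all tested compounds plus 3 SD, cut at about 73% in these data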;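 further: 0% = DMSO wells and 100% = reporter-only cells lacking LRH-1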
# TLR9-MyD88 inh – inhibitors of TLR9-MyD88 association in cells, primary screen, cell-based, CHO, BLA complementation, fluorescence; Toll-like receptor 9 (Homo sapiens) + Myeloid differentiation primary response protein …; CCF4 FRET ratio; inhibition, % at 4.98 µM; 0.21% of 340,000 active;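 active means inhibition above the mean over all tested compounds plus 3 SD, cut at about 21% in these data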;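 further: 0% = DMSO only wells and 100% = clavulanate BLA inhibitor control wells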
# NCOA1 inh – SRC1 coactivator transcriptional activity inhibitors, primary screen, cell-based, luminescence | inhibition, % at 3.6 µM | Nuclear receptor coactivator 1 (Homo sapiens), Q15788 | HEK293 GAL4-SRC1 luciferase reporter | AID 588354, 2011 | 0.12% of 360,000 active;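 active means inhibition above the campaign mean plus 3 SD, with each screening campaign given its own cutoff, cut at about 60% in these data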;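 further: 0% = DMSO treated cells and 100% = gossypol at 36 µM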
# Numbers without * were called inactive; x = not tested or not shown. Not all compounds are listed; rates above refer to the full screens.
1	COc1ccc(C2C(C(C)=O)=C(O)C(=O)N2CCCn2ccnc2)cc1OC (stereo unspecified)
2	O=C1C=C(c2ccc(CO)cc2)C[C@@H](c2ccc(F)cc2)C1
3	Cc1ccccc1CSCC(=O)NC(=O)NCc1ccco1
4	Cc1cccc(C)c1OCCOC(=O)c1n[nH]c2ccccc12
5	O=C(NCCN1CCC(Cc2ccccc2)CC1)C1CCCN(S(=O)(=O)c2cnc[nH]2)C1 (stereo unspecified)
6	Cn1cc(C(=O)c2ccc(Cl)cc2Cl)cc1C(=O)O
7	CCOc1ccc(C(C)=O)cc1CSc1nc(C)cc(C)n1
8	O=C(Nc1nccc(-c2cccs2)n1)c1ccccc1Cl
assay / compound,1,2,3,4,5,6,7,8
NCOA2 inhibitor,1,13,-6,-7,-16,15,-8,-47
COUP-TFII inh,15,-6,7,11,12,15,-14,-6
TROY signal inh,2,-20,-16,-10,2,-1,6,-31
NOD2 RIPK2 PPI,-4,2,-6,8,-9,-5,-5,-6
TWEAK Fn14 block,19,-15,17,-12,4,14,-11,-12
SRC3 inh,1,9,6,-12,4,23,8,-12
TRAIL sens C8,-3,11,-6,-5,-7,-13,-2,2
LMP1 NFkB inh,-11,-5,2,-3,7,-6,5,4
LRH-1 inv ag,2,25,-8,-12,-8,5,-4,-36
TLR9-MyD88 inh,8,10,-5,-5,5,-7,1,3
NCOA1 inh,0,-24,9,-8,3,-9,-16,-1

9	O=C1C(Cl)=C(NCC2CCCO2)C(=O)N1C1CCCCC1 (stereo unspecified)
10	CN(C1=NC(=O)C(CC(=O)O)S1)c1ccc(O)cc1 (stereo unspecified)
11	O=C(NNc1ccccc1)/C(=C\c1cccnc1)NC(=O)c1ccccc1
12	N#Cc1ccccc1OCC(O)CS(=O)(=O)c1ccccc1 (stereo unspecified)
13	CC(=O)c1ccc(OCCCC(=O)OCC(=O)Nc2c(C)nn(-c3ccccc3)c2C)cc1
14	Cc1nc(NC(=O)c2ccco2)sc1-c1csc(Nc2ccc(Cl)cc2Cl)n1
15	Cc1cc(C=O)c(C)n1-c1ccc(N2CCOCC2)cc1
16	Cc1ccc(C)c2[nH]c(=O)c(C(c3nnnn3Cc3ccccc3)N3CCc4ccccc4C3)cc12 (stereo unspecified)
assay / compound,9,10,11,12,13,14,15,16
NCOA2 inhibitor,13,-10,1,6,-5,-17,-2,-27
COUP-TFII inh,-14,-6,8,-10,2,-5,9,0
TROY signal inh,-6,-18,-4,-12,8,-39,5,9
NOD2 RIPK2 PPI,5,1,-4,-7,-12,4,-3,-3
TWEAK Fn14 block,4,-5,-21,11,-7,2,-4,22
SRC3 inh,-11,8,20,0,-21,-18,-1,7
TRAIL sens C8,34,-6,-6,-17,6,18,0,-15
LMP1 NFkB inh,-15,8,-11,-1,4,-14,-5,1
LRH-1 inv ag,-2,0,-9,-4,-6,2,-6,19
TLR9-MyD88 inh,-3,9,-9,5,0,0,-20,6
NCOA1 inh,-23,-7,1,10,-4,-11,-5,4

# Complete entries, looked up by structure.
# Profile of `CC(=O)c1ccc(OCCCC(=O)OCC(=O)Nc2c(C)nn(-c3ccccc3)c2C)cc1` → NCOA2 inhibitor = -5; COUP-TFII inh = 2; TROY signal inh = 8; NOD2 RIPK2 PPI = -12; TWEAK Fn14 block = -7; SRC3 inh = -21; TRAIL sens C8 = 6; LMP1 NFkB inh = 4; LRH-1 inv ag = -6; TLR9-MyD88 inh = 0; NCOA1 inh = -4
# Profile of `Cc1ccc(C)c2[nH]c(=O)c(C(c3nnnn3Cc3ccccc3)N3CCc4ccccc4C3)cc12` (stereo unspecified) → NCOA2 inhibitor = -27; COUP-TFII inh = 0; TROY signal inh = 9; NOD2 RIPK2 PPI = -3; TWEAK Fn14 block = 22; SRC3 inh = 7; TRAIL sens C8 = -15; LMP1 NFkB inh = 1; LRH-1 inv ag = 19; TLR9-MyD88 inh = 6; NCOA1 inh = 4
# Profile of `Cc1nc(NC(=O)c2ccco2)sc1-c1csc(Nc2ccc(Cl)cc2Cl)n1` → NCOA2 inhibitor = -17; COUP-TFII inh = -5; TROY signal inh = -39; NOD2 RIPK2 PPI = 4; TWEAK Fn14 block = 2; SRC3 inh = -18; TRAIL sens C8 = 18; LMP1 NFkB inh = -14; LRH-1 inv ag = 2; TLR9-MyD88 inh = 0; NCOA1 inh = -11

# Next structures.
17	CC(C)NC(=O)c1cc(C2CCCCN2S(=O)(=O)c2ccccc2)on1 (stereo unspecified)
18	O=C(CSc1nnc2c(n1)[nH]c1ccc(S(=O)(=O)N3CCOCC3)cc12)Nc1ccc(F)c(F)c1
19	Cc1ccc2c(Cl)c(C(=O)Nc3cc(C)on3)sc2c1
20	CN1C(=S)N(c2cccnc2)C(=O)/C1=C\c1ccc(C(C)(C)C)cc1
21	O=C(Nc1cccc(C(F)(F)F)c1)c1cc2c(=O)c3ccccc3oc2nc1C(F)(F)F
22	Cc1ccc(C(C(=O)Nc2ccc3c(c2)OCO3)N(C)C(=O)/C=C\c2ccc3c(c2)OCO3)cc1 (stereo unspecified)
23	Cc1ccc(NC(NC(=O)Cc2ccccc2)C(Cl)(Cl)Cl)cc1 (stereo unspecified)
24	COc1ccccc1N1CCN(Cc2cc3c(cc2O)OCO3)CC1
assay / compound,17,18,19,20,21,22,23,24
NCOA2 inhibitor,4,-5,-88,6,-7,14,-12,-3
COUP-TFII inh,16,-5,-19,-1,5,-8,8,-1
TROY signal inh,5,-2,-49,14,-7,19,-2,-3
NOD2 RIPK2 PPI,2,4,-3,3,-2,3,9,-6
TWEAK Fn14 block,-7,8,4,15,-32,15,13,16
SRC3 inh,-26,-12,-109,12,-18,7,16,-7
TRAIL sens C8,-6,2,0,8,42,-4,3,-1
LMP1 NFkB inh,x,3,-44,-6,-18,1,-3,-9
LRH-1 inv ag,-12,-1,-93,-4,5,1,5,-6
TLR9-MyD88 inh,x,-7,-9,5,-2,-6,-9,15
NCOA1 inh,6,-26,-80,5,-8,-9,13,-1

25	COc1ccc(CCNC(=O)c2cc(S(=O)(=O)N(C)c3ccccc3)ccc2Cl)cc1
26	CCNS(=O)(=O)c1ccc(CCC(=O)NCc2ccc(C)cc2)cc1
27	Clc1cc(CSc2ccccc2)nc(-c2ccccc2)n1
28	CC1CCN(c2oc(Cc3cccc4ccccc34)nc2C#N)CC1
29	CC(C)(C)c1ccc(/C=N/N2C(=O)CSC2=S)cc1
30	CN(C(=O)c1ccccn1)c1nnc(-c2cnccn2)s1
31	CC#CC(=O)N1CCC(C(=O)Nc2ccc(Oc3ccccc3)nc2)CC1
32	COc1ccc(CN2CCN(CCSc3ccc(C)cc3)CC2)c(OC)c1OC
assay / compound,25,26,27,28,29,30,31,32
NCOA2 inhibitor,18,-22,0,3,32,-9,-22,25
COUP-TFII inh,11,5,8,12,6,-1,1,5
TROY signal inh,12,-2,-25,-14,38,-36,-15,11
NOD2 RIPK2 PPI,-4,-2,-1,-9,-4,-1,-5,-12
TWEAK Fn14 block,0,9,-10,-8,68*,1,-13,15
SRC3 inh,7,-9,10,2,-4,-33,-10,7
TRAIL sens C8,0,4,-5,5,-14,12,-2,19
LMP1 NFkB inh,-1,-6,-4,0,-2,-9,0,4
LRH-1 inv ag,5,11,7,-13,-25,-19,-30,15
TLR9-MyD88 inh,3,-5,2,6,0,-4,5,-1
NCOA1 inh,-8,4,3,5,-23,-47,-32,2

33	O=S(=O)(Nc1ccc(N2CCOCC2)cc1)c1c(F)cc(F)cc1Br
34	Cc1cccc(N(Cc2ccccc2)C(=O)c2ccc(F)c(S(=O)(=O)N3CCOCC3)c2)c1
35	Nc1nc(COC(=O)c2ccco2)nc(Nc2ccccc2)n1
36	O=C(c1ccc(Cl)cc1)c1ccc(OCC(=O)N2CCOCC2)cc1
37	CCOC(=O)c1cnn2c(C(F)(F)F)cc(-c3ccco3)nc12
38	COCCNC(=S)c1ccc(Br)cc1
39	CCOC(=O)C1(Cc2ccccc2)CCCN(Cc2ccncc2)C1 (stereo unspecified)
40	NC(=O)c1ncc(C(F)(F)F)cc1Oc1ccc(F)cc1
assay / compound,33,34,35,36,37,38,39,40
NCOA2 inhibitor,6,-1,-55,-28,-10,-51,-2,1
COUP-TFII inh,15,8,-26,-14,20,19,5,-2
TROY signal inh,-4,8,-37,-12,-2,0,16,-3
NOD2 RIPK2 PPI,0,1,-25,-4,7,8,2,-9
TWEAK Fn14 block,-20,24,-28,3,4,13,2,4
SRC3 inh,-24,-24,-20,7,-6,-5,13,17
TRAIL sens C8,1,5,-29,5,-8,10,-5,-9
LMP1 NFkB inh,-5,-12,-11,1,3,-2,3,3
LRH-1 inv ag,9,-9,-40,-13,6,-3,-25,-4
TLR9-MyD88 inh,-1,5,4,6,-2,-3,2,-8
NCOA1 inh,-10,4,-25,-5,5,-6,-5,9

41	Cc1ccc(C(=O)OCC(=O)NC(=O)c2cccn2C)cc1[N+](=O)[O-]
42	CC(C)C(C(=O)Nc1nccs1)c1ccccc1 (stereo unspecified)
43	CC1CCC2(CC1)NC(=O)N(CC(=O)NCc1ccc3c(c1)OCO3)C2=O (stereo unspecified)
44	O=C(NCCc1ccccc1)C1CCN(S(=O)(=O)N2CCC3(CC2)OCCO3)CC1
45	Cc1noc(C)c1S(=O)(=O)N(CC(=O)NC(C)c1ccccc1)c1ccc(C(C)C)cc1 (stereo unspecified)
46	Cc1nc2ccccc2n1CC(O)Cn1c2ccccc2c2ccccc21 (stereo unspecified)
47	COc1ccc(NC(=O)Cn2nc(C(F)(F)F)c3c2CCCC3)c(OC)c1
48	Cc1ccc(Nc2nnc(SC3CCOC3=O)s2)cc1 (stereo unspecified)
49	COC(=O)[C@]1(C)N[C@H](c2ccc(SC3CCCCC3)c(OC)c2)[C@@H]2C(=O)N(C)C(=O)[C@@H]21
50	CC1(C)CC(=O)N(CC(=O)NCc2ccccc2)c2ccccc2S1(=O)=O
assay / compound,41,42,43,44,45,46,47,48,49,50
NCOA2 inhibitor,-17,12,-7,-3,2,0,3,5,-8,-13
COUP-TFII inh,-2,-1,0,-7,-7,6,12,-5,11,11
TROY signal inh,-8,-14,9,11,10,-3,11,-31,-7,-10
NOD2 RIPK2 PPI,-17,-10,-6,-13,2,1,-2,-7,3,5
TWEAK Fn14 block,-22,5,-6,10,2,-15,5,-1,-7,2
SRC3 inh,2,0,-9,25,-7,-2,2,4,3,20
TRAIL sens C8,9,4,2,5,5,19,0,9,-5,-9
LMP1 NFkB inh,-3,0,-1,1,-7,-12,0,18,1,-2
LRH-1 inv ag,-1,-5,2,-10,-22,-1,-9,12,14,-21
TLR9-MyD88 inh,-16,7,9,0,-6,-4,0,2,2,-1
NCOA1 inh,-1,-5,12,-40,2,11,-23,-4,-13,-7
